TMEM16A inh: blocks the mouse calcium-activated chloride channel TMEM16A | AID 588511 | Q8BHY3 | HEK293 TMEM16A/YFP iodide influx fluorescence, ionomycin | normalized B-score (activity score, 25-100; higher = stronger inhibition) at 10 µM | actives 1.2% (n = 310,000);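 active = ratio plate-corrected score three or more library SD toward inhibition, starting fluorescence score within five deviations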;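 note: score derived from kinetic fluorescence span divided by baseline fluorescence per well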
KCNQ1 block: human KCNQ1 channel inhibition | P51787 | CHO-K1 KCNQ1, FluxOR thallium flux fluorescence; hits give high values | B-score at 10 µM | actives 1.3% (n = 310,000);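 active = compounds whose thallium flux B-score, printed positive for inhibition, exceeds three library SD while starting fluorescence stays within three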;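 note: channel opened by potassium depolarization with thallium stimulus after 20 min compound exposure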
Target sequence (P51787 whole entry, looked up): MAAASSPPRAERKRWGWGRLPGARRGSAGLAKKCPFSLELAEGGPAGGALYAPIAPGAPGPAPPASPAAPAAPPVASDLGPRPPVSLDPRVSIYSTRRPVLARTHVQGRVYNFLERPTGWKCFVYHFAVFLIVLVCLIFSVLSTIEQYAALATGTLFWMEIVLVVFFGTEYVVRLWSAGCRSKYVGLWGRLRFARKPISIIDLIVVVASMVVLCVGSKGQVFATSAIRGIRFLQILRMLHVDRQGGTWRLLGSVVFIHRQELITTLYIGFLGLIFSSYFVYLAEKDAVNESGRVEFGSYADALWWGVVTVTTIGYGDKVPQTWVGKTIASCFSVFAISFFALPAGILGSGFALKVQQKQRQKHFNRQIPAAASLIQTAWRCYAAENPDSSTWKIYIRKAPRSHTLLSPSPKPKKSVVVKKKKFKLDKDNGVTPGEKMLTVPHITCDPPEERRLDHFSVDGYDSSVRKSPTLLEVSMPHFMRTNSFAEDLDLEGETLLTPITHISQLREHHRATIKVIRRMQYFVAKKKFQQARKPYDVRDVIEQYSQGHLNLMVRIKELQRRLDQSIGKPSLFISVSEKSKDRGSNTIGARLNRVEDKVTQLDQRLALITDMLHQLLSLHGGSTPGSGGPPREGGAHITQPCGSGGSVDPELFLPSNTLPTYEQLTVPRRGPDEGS
RGS4 pot: RGS4 potentiation or activation; HEK293 M3R/inducible RGS4, carbachol calcium flux Fluo4; hits give low values; B-score at 10 µM; actives 0.92% (n = 310,000);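 active = B-score of the integrated calcium signal more than 4 SD below the library mean, with starting fluorescence not abnormally high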;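 note: negative B-score means reduced calcium response which marks RGS4 activation or potentiation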
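test system = M3R-expressing HEK293 line, RGS4 induced by doxycycline | probe or stimulus = carbachol at ECmax as muscarinic agonist stimulus | timing = dye loading 30 min 37 °C, buffer rest 30 min RT | signal = calcium dye Fluo4 fluorescence | evaluation = B score from integrated fluorescence ratio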
KCNK3 inh: human KCNK3 channel inhibition, primary screen; O14649; CHO-KCNK3 thallium flux, FluxOR fluorescence; hits give low values; B-score at 10 µM; actives 0.84% (n = 340,000); AID 602410;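 active = B-score under library mean minus 4 SD, starting fluorescence ratio at most library mean plus 5 SD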;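 note: more negative B-score means stronger inhibition of thallium flux through KCNK3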
KCNQ1 pot: human KCNQ1 channel potentiation or activation; B-score at 10 µM; AID 2648; P51787; CHO-K1 KCNQ1, thallium flux FluxOR fluorescence; hits give high values; actives 0.35% (n = 310,000);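 active = fluorescence ratio B-score, a plate-corrected score, at least three library SD, with initial intensity B-score within 5 SD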
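Assay system: CHO-K1 cells stably expressing KCNQ1; Medium: assay buffer with matched DMSO; Also added: K+/Tl+ depolarizing stimulus; Dosing: single dose; Timing: dye 90 min, compound 20 min, room temperature; Measured by: kinetic FluxOR thallium fluorescence, 10-s 1-Hz baseline, 110-s post-stimulus read; Read-out: peak-minus-minimum fluorescence over initial fluorescence, negative-control normalized, B-scored.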
RGS4 inh: inhibitors of human RGS4; P49798; actives 0.45% (n = 310,000); HEK293 M3R/RGS4 inducible, Fluo-4 calcium flux; hits give high values; triggered by carbachol at its EC20; AID 463165; B-score at 10 µM;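 active = B-score, a plate-corrected calcium signal, over three deviations above library mean, with baseline fluorescence within five deviations of library mean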;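 note: RGS4 expression induced by doxycycline in cells with stable M3 receptor; B-score is computed from the integrated fluorescence ratio over baseline after carbachol; higher B-score means a larger calcium signal and so more RGS4 inhibition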
Target sequence (P49798 whole entry, looked up): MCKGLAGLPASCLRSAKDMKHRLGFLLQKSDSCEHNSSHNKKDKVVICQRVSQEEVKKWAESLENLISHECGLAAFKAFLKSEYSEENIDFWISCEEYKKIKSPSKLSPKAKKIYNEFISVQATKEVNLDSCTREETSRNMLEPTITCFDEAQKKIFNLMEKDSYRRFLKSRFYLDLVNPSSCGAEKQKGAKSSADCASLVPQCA
MrgX1 allo act: allosterically activates human MrgX1 receptor signaling; Q96LB2; MrgX1-HEK293, Fluo-4 calcium flux, FDSS; hits give high values; B-score at 10 µM; actives 0.63% (n = 310,000); AID 588675;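 active = plate-corrected calcium response at least 3 library SD above typical, normal starting fluorescence, not activating the receptor alone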;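 note: compound read alongside a low EC10 to EC30 dose of BAM8-22 agonist; peak minus trough fluorescence over baseline measured at the second addition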
TMEM16A act: activators or potentiators of mouse TMEM16A chloride channel. actives 0.3% (n = 340,000). HEK293 TMEM16A/YFP-H148Q/I152L, iodide quench fluorescence; hits give low values. Q8BHY3. B-score at 10 µM;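 active = fluorescence-ratio B-score plate-corrected deviation score at least 3 library SD below zero, with starting fluorescence score within 5 deviations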;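 note: channel opened by trigger with iodide after compound preincubation; score built on the fluorescence ratio of max minus min over baseline; more negative score means more quench and so TMEM16A activation or potentiation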
hERG rescue: hERG (human) protection from proarrhythmic block; Q12809; CHO-hERG, FluxOR thallium flux, dofetilide IC70 present; activation (rescue from dofetilide block), less the hit threshold, % at 10 µM; actives 0.51% (n = 310,000); AID 1511;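 active = activation above the mean of controls blocked by dofetilide plus 5 SD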;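 note: thallium influx through hERG after potassium depolarization seen as dye fluorescence rise; in these data hits start at about 4.7%; inactives centre near -7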
KCNK9 inh: inhibitors of human KCNK9 two-pore domain potassium channel. Q9NPC2. HEK293 KCNK9, FluxOR thallium flux fluorescence; hits give low values. B-score at 10 µM. actives 1.2% (n = 310,000);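 active = ratio B-score over 3 SD below the library mean, with starting fluorescence within 5 SD of its mean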;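 note: negative B-score means less thallium flux so channel inhibition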
MrgX1 agonist: activates human MrgX1 receptor signaling; MrgX1-HEK293 cells, Fluo-4 calcium fluorescence, agonist mode; hits give high values; Q96LB2; B-score at 10 µM; actives 0.44% (n = 310,000);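 active = calcium response B-score plate-corrected fluorescence ratio at least 3 library SD, with starting fluorescence B-score inside 5 SD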
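Material – MrgX1-expressing HEK293 cells · Input – 15,000 cells seeded per well · Dosing – compound as first of three additions · Times – overnight seeding, then 1 h dark dye loading · Measured by – kinetic Fluo-4 NW fluorescence of intracellular calcium · Read-out – B-scored fluorescence response ratio · Benchmarks – positive and negative control wells on each plate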
Starred values were filed as active, the others as inactive; i = inactive; . = not tested or not shown.

SMILES	TMEM16A inh	KCNQ1 block	RGS4 pot	KCNK3 inh	KCNQ1 pot	RGS4 inh	MrgX1 allo act	TMEM16A act	hERG rescue	KCNK9 inh	MrgX1 agonist
CC1CN(C(=O)c2cc3c(=O)n4ccccc4nc3s2)CC(C)O1 (stereo not drawn)	i	i	i	i	i	i	i	i	-10	i	i
Cc1onc(-c2ccccc2Cl)c1C(=O)N1CCCc2ccccc21	i	i	i	i	i	i	i	i	-9	i	i
O=C(c1nnc(-c2ccc(Cl)cc2)o1)C1CCCC1	i	i	i	i	i	i	i	i	-9	i	i
CCOC(=O)c1ccc(NC(=O)CSC2=NN3CCCC(=O)N=C3S2)cc1	i	i	i	i	i	i	i	i	-9	i	i
O=C(O)CCSc1nnc(SCC(=O)NCC(F)(F)F)s1	i	i	i	i	i	i	i	i	-7	i	i
Cc1cc(S(=O)(=O)Nc2cccnc2)c(Cl)cc1Cl	i	i	i	i	i	i	i	i	-8	i	i
Cn1nc(C(=O)Nc2ccc(S(=O)(=O)Nc3ncccn3)cc2)ccc1=O	i	i	i	i	i	i	i	i	-7	i	i
Cc1ccc(C(=O)O)cc1N=Cc1cc(Br)cc(Br)c1O	i	i	i	i	i	i	i	i	-22	i	i
C[C@H](NC(=O)[C@@H]1Cc2ccccc2CN1C(=O)OC(C)(C)C)C(=O)NCC1CCCO1 (stereo partly drawn)	i	i	i	i	i	i	i	i	-10	i	i
COc1ccc(C2NC(=O)NC(C)=C2[N+](=O)[O-])cc1 (stereo not drawn)	i	i	i	i	i	i	i	i	-7	i	i
O=C(/C=C/c1ccc(-c2ccccc2[N+](=O)[O-])o1)c1ccccc1	i	i	i	i	i	i	i	i	-29	-8.5*	i
COc1ccc(C(=O)Nc2cccc(/C(C)=N/NC(=O)c3ccc([N+](=O)[O-])c(C)c3)c2)cc1OC	i	i	i	i	i	i	i	i	-8	i	i
Cc1ccc(CC(=O)Nc2cc(C)ccn2)cc1	i	i	i	i	i	i	i	i	-9	i	i
COc1ccccc1CNC(=O)Cc1cc(=O)[nH]c(=O)[nH]1	i	i	i	i	i	i	i	i	-5	i	i
COc1ccc(S(=O)(=O)N2c3ccccc3OCC2C(C)(C)C)cc1 (stereo not drawn)	i	i	i	i	i	i	i	i	-9	i	i
Cc1[nH]n(-c2ccccc2)c(=O)c1N=Nc1ccccc1	i	i	i	i	i	i	i	i	-10	i	i
Cc1cc(C(F)F)n2nc(C(=O)Nc3cccc(S(=O)(=O)N4CCOCC4)c3)nc2n1	i	i	i	i	i	i	i	i	-6	i	i
NS(=O)(=O)c1ccc(CCNC(=O)c2ccc(Cl)s2)cc1	i	i	i	i	i	i	i	i	-1	i	i
CCCn1nnc(NC(=O)c2cccc(OCC(C)C)c2)n1	i	i	i	i	i	i	i	i	-6	i	i
Cc1cc(C)c2nc(N3CCCN(C(=O)c4cnccn4)CC3)c(C#N)cc2c1	i	i	i	i	i	i	i	i	-18	i	i
CCc1nc(SCc2cccnc2)c(C#N)cc1C	i	i	i	i	i	i	i	i	-8	i	i
CCN(CC)c1ccc2cc(C(=O)Nc3ccccn3)c(=O)oc2c1	i	i	i	i	i	i	i	i	-7	i	i
Cc1cc(C)n(-c2ccccc2C#N)n1	i	i	i	i	i	i	i	i	-11	i	i
O=C(NC1CCCc2ccccc21)c1ccccc1Cl (stereo not drawn)	i	i	i	i	i	i	i	i	-14	i	i
Cc1ccccc1NC(=O)/C(=C/c1cccs1)NC(=O)c1ccco1	i	i	i	i	i	i	i	i	-5	i	i

KCNK9 inh: hit marks shown above
Compound	KCNQ1 block	KCNK3 inh	RGS4 inh	TMEM16A act	KCNK9 inh
O=C(/C=C/c1ccc(-c2ccccc2[N+](=O)[O-])o1)c1ccccc1	i	i	i	i	-8.5*

Carrying on:
SMILES	TMEM16A inh	KCNQ1 block	RGS4 pot	KCNK3 inh	KCNQ1 pot	RGS4 inh	MrgX1 allo act	TMEM16A act	hERG rescue	KCNK9 inh	MrgX1 agonist
COc1cc(/C=C2\CCCc3c2nc2ccccc2c3C(=O)O)cc(Cl)c1O	i	i	i	i	i	i	i	i	-6	i	i
COc1ccccc1CCC(=O)N1CCC(n2nccc2NC(=O)CC(C)C)CC1	i	i	i	i	i	i	i	i	-6	i	i
O=C(NCCO)/C(=C\c1ccc(Br)cc1)NC(=O)c1cccs1	i	i	i	i	i	i	i	i	-4	i	i
Cn1c(N)c(S(=O)(=O)N2CCN(c3ccccc3)CC2)c(=O)n(C)c1=O	i	i	i	i	i	i	i	i	0	i	i
CCCn1nnc(NC(=S)NC(=O)/C=C/c2ccc(Cl)cc2)n1	i	i	i	i	i	i	i	i	-9	i	i
CC(NC(=O)CNC(=O)c1sc2ccccc2c1Cl)c1cccnc1 (stereo not drawn)	i	i	i	i	i	i	i	i	-5	i	i
O=C(COn1nnc2ccc(Cl)cc21)NC12CC3CC(CC(C3)C1)C2	i	i	i	i	i	i	i	i	-17	i	i
Cc1c(NC(=O)Nc2ccccc2)c(=O)n(-c2ccccc2)n1C	i	i	i	i	i	i	i	i	-7	i	i
Cc1nnnn1/C(=C\c1ccccc1)C(=O)OCC(=O)NC(C)(C)C	i	i	i	i	i	i	i	i	-10	i	i
Cc1ccc(C(=O)Nc2ccc(C(=O)N/N=C/c3ccncc3)cc2)cc1	i	i	i	.	i	i	i	.	-1	i	i
CCn1c2ccccc2c2cc(NC(=O)CSc3nnc(-c4cccc(F)c4)o3)ccc21	i	i	i	i	i	i	i	i	-5	i	i
CCOC(=O)CSc1nnnn1-c1cc(OC)ccc1OC	i	i	i	i	i	i	i	i	-3	i	i
O=C(Nc1ccsc1C(=O)O)c1cccc(C(F)(F)F)c1	i	i	i	i	i	i	i	i	0	i	i
O=C(Nc1ccc(Cl)cc1C(=O)NCC1CCCO1)c1ccco1 (stereo not drawn)	i	i	i	i	i	i	i	i	-7	i	i
CCOc1ccc(Cl)cc1S(=O)(=O)NC1CCCC1	i	i	i	i	i	i	i	i	-4	i	i
CCOC(=O)N1CCN(C(=O)COc2ccc3c(c2)C(=O)CC2(CCN(C(C)=O)CC2)O3)CC1	i	i	i	i	i	i	i	i	-10	i	i
CCOc1ccccc1/C=N/NC(=O)c1nnn(-c2nonc2N)c1CN1CCCC1	i	i	i	i	i	i	i	i	-6	i	i
Cc1ccc2c(c1)c1ncnc(N3CCOCC3)c1n2C	i	i	i	i	i	i	i	i	-7	i	i
Cc1ccccc1NC(=O)c1sc2nc[nH]c(=O)c2c1C	i	i	i	i	i	i	i	i	-6	i	i
NC(=O)CSc1nc2cc([N+](=O)[O-])ccc2n1-c1cccc(C(F)(F)F)c1	i	i	i	i	i	i	i	i	-4	i	i
CCOC(=O)N1CCN(C(=O)c2cc3cc(C)ccc3[nH]2)CC1	i	i	i	i	i	i	i	i	-2	i	i
O=C(Oc1cccc(Br)c1)c1cccnc1	i	i	i	i	i	i	i	i	-10	i	i
O=C(O)c1cccc(Cn2c(Cl)c(/C=N/NC(=O)c3ccccc3)sc2=O)c1	i	i	i	i	i	i	i	i	-4	i	i
O=C(c1ccc2c(=O)n3c(nc2c1)CCCCC3)N1CCN(c2ccc(F)cc2)CC1	i	i	i	i	i	i	i	i	-9	i	i
CCOC(=O)NC(=O)COC(=O)c1ccc(Sc2ncn[nH]2)c([N+](=O)[O-])c1	i	i	i	i	i	i	i	i	-23	i	i

(list continues)
SMILES	TMEM16A inh	KCNQ1 block	RGS4 pot	KCNK3 inh	KCNQ1 pot	RGS4 inh	MrgX1 allo act	TMEM16A act	hERG rescue	KCNK9 inh	MrgX1 agonist
Cc1nc2cc(Cl)c(Cl)cc2nc1C	i	i	i	i	i	i	i	i	-11	i	i
O=C(COc1ccc(Cl)cc1Cl)NC(=O)c1ccccc1	i	i	i	i	i	i	i	i	-6	i	i
Cc1cccc(NC(=O)C2CCCN2S(=O)(=O)c2ccc(Cl)cc2)n1 (stereo not drawn)	i	i	i	i	i	i	i	i	-14	i	i
O=c1c(F)cn(C2CCCO2)c(=O)n1Cc1c(F)cccc1Cl (stereo not drawn)	i	i	i	i	i	i	i	i	-2	i	i
COc1ccc(-c2nc(C)ncc2-c2ccc(Cl)cc2)c(O)c1	i	i	i	i	i	i	i	i	-6	i	i
Cc1ccc2oc(=O)c3cnn(CC(=O)Nc4cc(-c5cccc(F)c5)no4)c3c2c1	i	i	i	i	i	i	i	i	-12	i	i
Cc1c(Cl)cccc1NC(=S)N1CCN(S(=O)(=O)c2cccs2)CC1	i	i	i	i	i	i	i	i	-13	i	i
O=C(CC1C(=O)NCCN1CC(c1ccccc1)c1ccccc1)NCC1CCOCC1 (stereo not drawn)	i	i	i	i	i	i	i	i	-13	i	i
CC1CCCC2(C1)NC(=S)N(c1ccccc1)N2 (stereo not drawn)	i	i	i	i	i	i	i	i	-4	i	i
CN(CC(=O)Nc1cccc(F)c1)C(=O)/C=C/c1cc(Br)ccc1OC(F)F	i	i	i	i	i	i	i	i	-13	i	i
O=C(c1ccccc1[N+](=O)[O-])N1CCCN(C(=O)c2ccccc2[N+](=O)[O-])CC1	i	i	i	i	i	i	i	i	-9	i	i
O=C(NCc1ccco1)c1cnc2n(c1=O)CCS2	i	i	i	i	i	i	i	i	-4	i	i
CCOc1ccc(C(=O)NC2CCN(C(=S)NCc3ccco3)CC2)cc1	i	i	i	i	i	i	i	i	-7	i	i
Cc1cccc(OCCN2C(=O)C(=O)c3cccc(C)c32)c1	i	i	i	i	i	i	i	i	-3	i	i
O=C(NNc1ncnc2ccccc12)c1cccc(Cl)c1	i	i	i	i	i	i	i	i	-10	i	i
Cc1oc2ccc(OC(=O)N3CCOCC3)cc2c1C(=O)OC(C)C	i	i	i	i	i	i	i	i	-32	i	i
COC(=O)c1cc(S(=O)(=O)N2CCN(c3ccc(F)cc3)CC2)cn1C	i	i	i	i	i	i	i	i	-6	i	i
O=C(O)c1ccc(-n2nnnc2SCc2ccccc2Br)cc1	i	i	i	i	i	i	i	i	-5	i	i
COC(=O)CC1C(=O)NCCN1C(=O)CSc1nnc(Nc2ccc(OC)cc2)s1 (stereo not drawn)	i	i	i	i	i	i	i	i	-5	i	i

Assay outcomes deposited in PubChem BioAssay by Johns Hopkins Ion Channel Center.
